Bioassay records (PubChem BioAssay)
PV pol inh = poliovirus RNA polymerase inhibition; % elongation, % (compound at 16.7 µg/mL); 0.66% of 150,000 active; AID 588519; poliovirus polymerase elongation, fluorescence polarization; hits give low values; P03300; in the data active means % elongation below about 90%; further: some results filed as inactive read as strong as hits
Target sequence (P03300 1749-2209 limits assumed): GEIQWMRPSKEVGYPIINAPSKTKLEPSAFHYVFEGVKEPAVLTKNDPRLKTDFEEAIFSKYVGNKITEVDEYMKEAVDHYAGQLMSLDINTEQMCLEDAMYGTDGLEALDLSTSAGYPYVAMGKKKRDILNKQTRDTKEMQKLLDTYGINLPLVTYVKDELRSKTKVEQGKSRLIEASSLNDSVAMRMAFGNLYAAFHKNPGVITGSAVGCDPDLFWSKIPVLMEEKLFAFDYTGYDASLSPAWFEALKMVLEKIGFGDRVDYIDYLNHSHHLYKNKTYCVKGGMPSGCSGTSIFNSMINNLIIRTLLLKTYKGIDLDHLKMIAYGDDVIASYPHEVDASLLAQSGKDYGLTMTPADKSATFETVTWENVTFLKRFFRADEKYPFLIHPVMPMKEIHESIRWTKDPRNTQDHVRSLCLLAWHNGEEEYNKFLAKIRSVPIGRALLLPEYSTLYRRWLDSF
PV pol inh FP z-score = also measured in PV pol inh; calls as there; z-score; measured here: FP z-score; hits read low
* = called active by the depositor; & = joins results of further samples. An excerpt, so the mix of outcomes need not match the whole.

SMILES	PV pol inh	PV pol inh FP z-score
CN(C)/C=C/C=C1\N=C(c2ccccc2)OC1=O	150	5.4
S=C1NCCN1Cc1ccccc1	112	1.2
O=C(Nc1cccnc1)/C(N=Nc1cccnc1)=C(\O)c1ccccc1	102	0.1
CCn1c(CCc2ccccc2)n[nH]c1=S	101	0.1
Cc1ccc(S(=O)(=O)N(C)CC(=O)OCc2nnc(-c3ccccc3)o2)cc1	105	0.2
Cc1cccc(NC(=O)N2CC(=O)Nc3sc4c(c3C2c2ccccc2)CCCC4)c1C (stereo not given)	105	-0.4
CC1CCc2c(sc(NC(=O)C3c4ccccc4Oc4ccccc43)c2C(N)=O)C1 (stereo not given)	99	-0.7
CCn1c(SCC(=O)N=Nc2c(O)[nH]c3ccccc23)nc2ccccc21	102	0.2
COC(=O)c1cc(CSc2nc3ccccc3[nH]2)oc1C	102	-0.3
C/C=N/N(C)c1cc(=O)n(C)c(=O)[nH]1	101	-0.1
O=C1/C(=C\c2ccco2)SC(=S)N1CCC(=O)N(CCO)c1ccccc1	103	0.3
CC1CC1C(=O)OCC(=O)Nc1ccccc1Br (stereo not given)	101	-0.1
CN1/C(=C2/SC(=O)N(Cc3ccccc3)C2=O)Sc2ccccc21	99	-0.5
O=C(c1cccc(Cl)c1)N1CCn2c1nc1ccccc12	101	0
Cc1ccc(C2CC(c3cccs3)=NN2C(=O)CSc2nnc(CNC(=O)c3cccs3)n2C)cc1 (stereo not given)	103	0.9
Cc1ccc(NC(=O)Cn2cc(C(=O)c3ccccc3)c3ccccc32)c(C)c1	99	-1
Cc1cc(N2CCC(C(=O)Nc3ccc(Cl)cc3)CC2)n2nc(C)c(-c3ccc(Cl)cc3)c2n1	107	0.7
O=S(=O)(c1ccc(F)cc1)N(CCO)CC(O)Cn1c2ccccc2c2ccccc21 (stereo not given)	102	-0.1
CN(C)S(=O)(=O)c1ccc(C(=O)CSc2nnc(C3COc4ccccc4O3)n2C)cc1 (stereo not given)	101	-0.3
OCCn1c(CN2CCCCC2)nc2ccccc21	104	0.9
O=C(Nc1ncccn1)C1CCCCC1	102	0.1
COc1ccc(OC)c(C2C(C(=O)Nc3ccccc3OC)=C(C)Nc3c(C(=O)Nc4ccc(F)cc4)cnn32)c1 (stereo not given)	119	1.2
O=C(Cn1cnc2scc(-c3ccccc3)c2c1=O)N1CCCCC1	100	-0.5
Cc1cccc(N2CCN(CC(O)c3ccc4cc[nH]c4c3)CC2)c1C (stereo not given)	96	-0.6
CCCCS(=O)CC(O)CSc1nc(-c2ccc(OC)cc2)cc(-c2ccccc2)c1C#N (stereo not given)	105	0.2
O=C(NCCCN1CCN(c2cccc(Cl)c2)CC1)c1nnc(Cc2ccc(F)cc2Cl)o1	107	0.5
Cc1cc(N2CCN(C)CC2)ccc1NC(=O)C1CC(=O)N(Cc2ccccc2Cl)C1 (stereo not given)	103	-1
Cc1cc(NC(=O)C2COc3ccccc3O2)no1 (stereo not given)	104	0.6
O=C(O)CC1CCCCN1 (stereo not given)	103	0.4
CCc1ccccc1NC(=O)C(=O)NCCCN1CCOCC1	105	0.1
N#Cc1ccc(CSc2nc3ncccc3c(=O)n2Cc2ccccc2)cc1	107	2.5
CN1C2CCC1CC(OC(=O)c1c[nH]c3ccccc13)C2 (stereo not given)	99	-0.7
NS(=O)(=O)c1cc2c(cc1Cl)NCNS2(=O)=O	102&97	0.5&-0.8
CCC(CC)NC(=O)COc1cccc2c1OC(C)(C)C2	101	-0.4
O=C(CCn1c(=O)c2cccn2c2cccnc21)NCc1cccc(Br)c1	106	-0.2
Cc1nn(-c2ccccc2)c(-c2ccccc2)c1C(=O)O	101	-0.1
COc1ccc(N2CCN(C(=O)c3ccc(C)c(NC(=O)c4nsc5ccccc45)c3)CC2)cc1	102	-1.3
CC12CCC3C4CCC(=O)C=C4CCC3C1CCC2O (stereo not given)	102	0.4
Cc1cc(C)c(C#N)c(SCSc2ccccc2)n1	104	-0.1
Cc1ccc(C(=O)NC2CC3CCCC(C2)N3C(=O)NC2CCCCC2)cc1 (stereo not given)	102	0.1
Cc1cccn2cc(-c3cccc(NS(=O)(=O)c4ccc(Cl)c(Cl)c4)c3)nc12	101	-0.6
CCOc1ccccc1NC1(c2ccccc2)C(=O)c2ccccc2C1=O	102	-0.2
COC(=O)c1ccc(CNCC(=O)Nc2ccc(C(=O)OC)cc2)cc1	102	0.1
O=C(Cn1cnc2ccccc2c1=O)OC1CCCCC1	106	0.4
O=C(Cc1ccc(-c2ccccc2)cc1)OCC(=O)N1CCCCC1	100	-0.5
Cc1nc2cccc(C(=O)N3CCN(c4ccccc4)CC3)c2o1	103	-0.1
CSc1nnc(-c2ccc(C(C)(C)C)cc2)n1Cc1ccco1	104	0
NCCc1cc(O)c(O)cc1O	95	-1.4
O=C(Nc1ncnc2sccc12)C1CCCCC1	103	0.2
Cc1cccc(C(=O)N/N=C/c2ccc[nH]2)c1	102	0.3

Single entries from the list.
Reading for `Cc1nc2cccc(C(=O)N3CCN(c4ccccc4)CC3)c2o1` under PV pol inh: 103
Reading for `O=C(Cc1ccc(-c2ccccc2)cc1)OCC(=O)N1CCCCC1` under PV pol inh: 100

Shown with bars between the fields: part of the list above.
smiles | PV pol inh | PV pol inh FP z-score
NCCc1cc(O)c(O)cc1O | 95 | -1.4
O=C(Nc1ncnc2sccc12)C1CCCCC1 | 103 | 0.2

Continued:
SMILES	PV pol inh	PV pol inh FP z-score
Cc1ccc(S(=O)(=O)N2CC(=O)c3ccccc3-c3ccccc32)cc1	108	0.7
CN(C)c1ccc(C(=O)Nc2cccc(-c3nc4cccnc4s3)c2)cc1	116	0.6
CCOc1ccc(N(CC)C(=O)CSc2n[nH]c(-c3ccccc3)n2)cc1	101	-1.7
FC(F)(F)c1cccc(N2CCN(C3=Cc4ccccc4C3)CC2)c1	102	-0.2
N#Cc1ccc(C(=O)CSc2cccc[n+]2[O-])cc1	100	-0.2
COc1cc(NC(=O)CSc2nccn2C)cc(OC)c1OC	105	0
O=C(COc1ccccc1)Nc1nnc(SCc2cc(=O)c3ccccc3[nH]2)s1	100	-1.3
COC(=O)Cc1ccccn1	104	0.2
COc1cc2[nH]c(=O)n(-c3ccc(C)cc3)c(=O)c2cc1OC	111	0.6
COC(=O)c1ccc(C(=O)OC)c(NC(=O)c2c(-c3ccccc3)noc2C)c1	103	-0.6
Cc1ccc(Cl)cc1N1CCN(CCNS(=O)(=O)c2ccc3c(c2)C(C)(C)C(=O)N3C)CC1	103	1.4
Cc1ccccc1NS(=O)(=O)c1ccc2[nH]cc(C(=O)N(C)Cc3ccccc3)c(=O)c2c1	102	0
CC(C(=O)Nc1ccccc1C(F)(F)F)n1nc(-c2ccccc2)c2c(c1=O)CCCC2 (stereo not given)	106	0
CCCc1cc(N2CCN(c3ccccc3)CC2)n2cnnc2n1	106	0
CCOc1ccccc1NC(=O)N(Cc1ccc(C)o1)C1CCN(C(C)=O)CC1	114	0.6
CCc1ccc(NC(=O)C2CCN(S(=O)(=O)c3c(C)noc3C)CC2)cc1	116	1.1
CC(C)CCn1c(SCc2ccc(F)cc2Cl)nc2ccsc2c1=O	104	-0.5
COc1ccccc1CNC(=O)CSc1nc2nc(C)c(Cc3ccccc3C)c(C)n2n1	104	-0.3
Cc1c2cnn(-c3ccccc3)c(=O)c2c(C)n1CC(=O)N1CCN(c2cccc(Cl)c2)CC1	110	0.6
CCOC(=O)c1c(N)sc2c1CC(C)(C)OC2	103	0.4

For reference, some entries already given.
SMILES	PV pol inh	PV pol inh FP z-score
Cc1nc2cccc(C(=O)N3CCN(c4ccccc4)CC3)c2o1	103	-0.1
CSc1nnc(-c2ccc(C(C)(C)C)cc2)n1Cc1ccco1	104	0
NCCc1cc(O)c(O)cc1O	95	-1.4
O=C(Nc1ncnc2sccc12)C1CCCCC1	103	0.2
Cc1cccc(C(=O)N/N=C/c2ccc[nH]2)c1	102	0.3
Cc1ccc(S(=O)(=O)N2CC(=O)c3ccccc3-c3ccccc32)cc1	108	0.7
CN(C)c1ccc(C(=O)Nc2cccc(-c3nc4cccnc4s3)c2)cc1	116	0.6
CCOc1ccc(N(CC)C(=O)CSc2n[nH]c(-c3ccccc3)n2)cc1	101	-1.7
FC(F)(F)c1cccc(N2CCN(C3=Cc4ccccc4C3)CC2)c1	102	-0.2
N#Cc1ccc(C(=O)CSc2cccc[n+]2[O-])cc1	100	-0.2
COc1cc(NC(=O)CSc2nccn2C)cc(OC)c1OC	105	0
O=C(COc1ccccc1)Nc1nnc(SCc2cc(=O)c3ccccc3[nH]2)s1	100	-1.3
COC(=O)Cc1ccccn1	104	0.2
COc1cc2[nH]c(=O)n(-c3ccc(C)cc3)c(=O)c2cc1OC	111	0.6
COC(=O)c1ccc(C(=O)OC)c(NC(=O)c2c(-c3ccccc3)noc2C)c1	103	-0.6
Cc1ccc(Cl)cc1N1CCN(CCNS(=O)(=O)c2ccc3c(c2)C(C)(C)C(=O)N3C)CC1	103	1.4
Cc1ccccc1NS(=O)(=O)c1ccc2[nH]cc(C(=O)N(C)Cc3ccccc3)c(=O)c2c1	102	0
CC(C(=O)Nc1ccccc1C(F)(F)F)n1nc(-c2ccccc2)c2c(c1=O)CCCC2 (stereo not given)	106	0
CCCc1cc(N2CCN(c3ccccc3)CC2)n2cnnc2n1	106	0
CCOc1ccccc1NC(=O)N(Cc1ccc(C)o1)C1CCN(C(C)=O)CC1	114	0.6
CCc1ccc(NC(=O)C2CCN(S(=O)(=O)c3c(C)noc3C)CC2)cc1	116	1.1
CC(C)CCn1c(SCc2ccc(F)cc2Cl)nc2ccsc2c1=O	104	-0.5
COc1ccccc1CNC(=O)CSc1nc2nc(C)c(Cc3ccccc3C)c(C)n2n1	104	-0.3
Cc1c2cnn(-c3ccccc3)c(=O)c2c(C)n1CC(=O)N1CCN(c2cccc(Cl)c2)CC1	110	0.6
CCOC(=O)c1c(N)sc2c1CC(C)(C)OC2	103	0.4
